TRHR enhancer = allosteric enhancers of human TRH receptor; P34981; TRHR cells, fluo-8 calcium fluorescence, EC20 TRH enhancement; enhancement, % at 2 µM; actives 0.66% (n = 360,000); AID 493056; in the data active = enhancement above about 30%; note: 0% is about no effect
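TRHR-expressing cells loaded with fluo-8 calcium dye were read kinetically (ex 480/em 530) during compound addition, then stimulated with an EC20 of TRH (10 nM final). Enhancement of the Gq-mediated intracellular calcium response was scored.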
D2 agonist = D2 dopamine receptor (human) agonism. AID 485358. P14416. HEK293 T-REx D2 cells, calcium flux agonist mode. actives 0.53% (n = 340,000). activation, % at 2 µM;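 active = activation over 3 SD above normal in the single-dose calcium agonist read, cut at about 30% in these data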; note: 0% is about no effect
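Tetracycline-induced HEK293 Trex cells with D2 receptor force-coupled to calcium signaling, plated overnight at 30 C and loaded with no-wash calcium dye. Calcium flux read kinetically for 180 s after compound addition; responses flag agonists.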
TrxR1 substrate = is turned over as a substrate by rat TrxR1; O89049; purified TrxR1 substrate turnover, NADPH consumption readout; Potency, µM (series often up to 114 µM), for the others: at the highest dose activity change, negative = substrate turnover; actives 0.01% (n = 390,000); note: potency is the fitted concentration of half-maximal effect; % is set by controls: 0 for no effect and ±100 for the full control effect; nearly all actives have a fitted effect of over 50% in size
Target sequence (O89049 whole entry, looked up): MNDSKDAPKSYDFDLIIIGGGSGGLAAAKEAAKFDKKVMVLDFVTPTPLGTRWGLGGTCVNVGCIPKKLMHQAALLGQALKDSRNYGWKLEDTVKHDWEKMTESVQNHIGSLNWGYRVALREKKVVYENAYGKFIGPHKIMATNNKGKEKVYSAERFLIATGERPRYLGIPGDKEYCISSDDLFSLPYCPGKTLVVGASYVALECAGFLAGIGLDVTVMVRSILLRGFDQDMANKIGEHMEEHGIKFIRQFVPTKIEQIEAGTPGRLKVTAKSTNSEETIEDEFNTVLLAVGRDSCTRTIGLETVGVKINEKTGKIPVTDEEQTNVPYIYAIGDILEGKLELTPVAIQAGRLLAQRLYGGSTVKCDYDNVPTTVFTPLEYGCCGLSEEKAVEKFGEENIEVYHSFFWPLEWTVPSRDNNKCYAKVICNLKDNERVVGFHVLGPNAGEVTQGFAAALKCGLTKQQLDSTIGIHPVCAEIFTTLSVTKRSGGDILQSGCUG
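Rat TrxR1, dispensed at 90 nM, was prereduced with 400 uM NADPH (final) for 5 min at ~22 deg C, then incubated with compound 15 min before 400 uM selenite. A first-read NADPH fluorescence drop versus no-compound background flagged substrates.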
D2 antag = antagonists of human D2 dopamine receptor | actives 2% (n = 340,000) | AID 485344 | inhibition, % at 10 µM | HEK293 TREx D2 cells, calcium flux, dopamine EC80 | P14416; in the data active = inhibition above about 30%; note: 0% is about no effect
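Antagonism is scored as inhibition of an EC80 dopamine-evoked calcium signal in a force-coupled, tetracycline-inducible HEK293 T-REx D2 line, with compound present 180 s before agonist.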
TrxR1 inh = inhibitors of rat thioredoxin reductase 1 | O89049 | recombinant rTrxR1, NADPH fluorescence consumption, selenite substrate | Potency, µM (highest dose often 114 µM), inactives show at the top dose activity change, negative = inhibition, hits mostly inhibitors | actives 1% (n = 390,000) | AID 588453; note: potency is the fitted concentration of half-maximal effect; % is set by controls: 0 for no effect and ±100 for the full control effect; nearly all actives have a fitted effect of over 65% in size
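Rat TrxR1 (90 nM in the dispensed reagent) was pre-reduced with 400 uM NADPH for 5 min at room temperature, then incubated with compound for 15 min. After 400 uM selenite was added, NADPH fluorescence (Ex 340/Em 450 nm) was followed for 8 min.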
TRHR ag = activates the human TRH receptor; TRHR cells, calcium flux fluo-8, FDSS agonist mode; activation, % at 2 µM; actives 0.18% (n = 360,000); in the data active = activation above about 30%; note: 0% is about no effect
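TRHR-expressing cells loaded with fluo-8 calcium dye; 23 nL library compound pin-transferred, kinetic FDSS fluorescence (Ex 480/Em 530) recorded about 180 s for agonist-induced calcium release, before a 10 nM TRH EC20 addition for potentiator mode.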
PI4K2A inh = blocks human PI4K2A kinase activity; Q9BTU6; purified PI4K2A, ADP-Glo luminescence, 1 h; active compounds read low; activity change, negative = inhibition, % at 76.9 µM; actives 0.13% (n = 420,000); in the data active = activity change below about -50%; inconclusive = mostly about -30% to -49%;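 note: -100% = wells without enzyme as full effect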
Target sequence (Q9BTU6 whole entry, looked up): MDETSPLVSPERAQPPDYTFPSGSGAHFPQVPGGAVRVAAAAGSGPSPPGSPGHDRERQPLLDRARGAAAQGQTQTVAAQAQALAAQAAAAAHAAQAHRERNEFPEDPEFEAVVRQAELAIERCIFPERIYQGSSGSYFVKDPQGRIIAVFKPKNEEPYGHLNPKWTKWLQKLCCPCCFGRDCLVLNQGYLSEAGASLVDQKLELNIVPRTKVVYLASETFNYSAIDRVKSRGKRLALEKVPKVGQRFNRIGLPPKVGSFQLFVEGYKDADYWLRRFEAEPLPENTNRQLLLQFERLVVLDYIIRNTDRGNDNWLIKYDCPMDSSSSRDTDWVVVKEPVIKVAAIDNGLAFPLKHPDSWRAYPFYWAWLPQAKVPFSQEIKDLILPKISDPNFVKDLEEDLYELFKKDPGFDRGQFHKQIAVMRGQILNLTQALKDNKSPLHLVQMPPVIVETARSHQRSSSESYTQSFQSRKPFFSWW
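Compounds are screened against recombinant PI4K2A using PI as substrate and ATP, the latter dispensed at 300 microM. Reactions run one hour at ambient temperature before ADP-Glo detection; full inhibition defined by wells lacking enzyme.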
mIDH1 inhibitor = inhibitors of human mutant IDH1 R132H; O75874; IDH1-R132H enzyme, NADPH consumption, diaphorase/resazurin fluorescence; Potency, µM (highest dose often 76.6 µM), inactives show at the highest dose activity change, negative = inhibition, most hits filed as inhibitors; actives 0.093% (n = 390,000); note: potency is the fitted concentration of half-maximal effect; % is set by controls: 0 for no effect and ±100 for the full control effect; nearly all actives have a fitted effect of over 65% in size
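IDH1-R132H (0.5 ug/mL dispensed) in pH 7.5 Tris buffer was preincubated 30 min with compound, then given a substrate mix of 0.016 mM NADPH and 2 mM alpha-KG for 80 min at room temperature; remaining NADPH was read by diaphorase/resazurin fluorescence.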
USP1 inh = inhibitors of human USP1/UAF1 deubiquitinase. O94782. recombinant USP1/UAF1, Ub-Rhodamine cleavage fluorescence. Potency, µM (titrated, usually from 57.1 µM), for the others: at the top dose activity change, negative = inhibition, hits mostly inhibitors. actives 0.23% (n = 390,000); note: potency is the fitted concentration of half-maximal effect; % is set by controls: 0 for no effect and ±100 for the full control effect; nearly all actives have a fitted effect of over 60% in size; inactives centre near -12
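Step one: compound is pinned into 1nM USP1/UAF1 in HEPES pH 7.8 buffer with TCEP. Step two: 15 min room-temperature incubation. Step three: Ub-Rho (150nM final) starts cleavage, tracked by fluorescence over six one-minute reads.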
Starred values were filed as active, the others as inactive; ? = inconclusive; / = not tested or not shown; & = joins results of further samples; [ ] = dose if it differs, or a comment. Unless noted, calls come from the whole dose curve; as a rule, active = well fitted inhibition curve with a large enough effect; inconclusive = small, poorly fitted or top-dose-only effect; inactive = no such curve, though single readings can be large or run the other way.

No.	structure	TRHR enhancer	D2 agonist	TrxR1 substrate	D2 antag	TrxR1 inh	TRHR ag	PI4K2A inh	mIDH1 inhibitor	USP1 inh
1	CCOC(=O)c1c(NC(=O)CSc2nc3ccccc3[nH]2)sc2c1CC(C)(C)NC2(C)C	0	-0.2	-11%	-30	-8%	1.2	-2	3%	-4%
2	COc1ccc(CCCc2nnc(SCC(=O)Nc3ccc(C)cc3)o2)cc1	-6	-1.7	-8%	/	-3%	0.1	-3	-6%	-21%
3	CCN(CC)c1ccc(C2Nc3cccc4cccc(c34)N2)c(O)c1	6	-0.7	-5%	-2	-15%	0.3	-3	8%	?
4	COc1cccc(C2c3[nH]c4ccccc4c3C[C@H]3C(=O)N(c4ccccc4C(=O)NCCCN4CCOCC4)C(=O)N23)c1 (stereo partly specified)	-3	-1.2	3%	-14	3%	0.3	2	-8%	-9%
5	COCCNCCCCOc1ccc(Br)cc1C	-1	-0.2	-6%	29	-5%	-0.4	1	6%	-5%
6	CCCOc1ccc(CCCN=C(N)N)cc1Cl	0	0.3	-3%[57.1 µM]	14	14%[57.1 µM]	0.2	1	3%	-2%
7	CC1(C)SC(=S)N(/N=C/c2cccnc2)C1N(O)C(=O)NC1CCCCC1 (stereo unspecified)	-2	0.8	5%[57.1 µM]	-2	-2%[57.1 µM]	-0.5	-1	4%	-11%
8	CC(C)(C)OC(=O)C[C@H]1C/C=C\C[C@H](CC(=O)NCCO)C(=O)NC[C@@H](c2ccccc2)OC1=O	/	/	5%[57.1 µM]	/	20%[57.1 µM]	/	-2	-3%	-14%
9	Cc1ccc(S(=O)(=O)N2CCCCC2)cc1C(=O)N1CCCCCC1	-5	0.5	-1%	-18	3%	-0.1	2	-1%	-15%
10	CCCCC1(Cc2ccc([N+](=O)[O-])cc2)C(=O)N(c2ccccc2)N(c2ccccc2)C1=O	0	0.4	2%	-4	8%	0.2	-1	-8%	-10%

Individual results from the list.
USP1 inh result of entry 7 → -11%
TRHR enhancer result of entry 3 → 6
USP1 inh result of entry 9 → -15%
PI4K2A inh result of entry 8 → -2
D2 antag result of entry 1 → -30
mIDH1 inhibitor result of entry 5 → 6%

The listing picks up, starting 6 compounds before the break.
No.	structure	TRHR enhancer	D2 agonist	TrxR1 substrate	D2 antag	TrxR1 inh	TRHR ag	PI4K2A inh	mIDH1 inhibitor	USP1 inh
5	COCCNCCCCOc1ccc(Br)cc1C	-1	-0.2	-6%	29	-5%	-0.4	1	6%	-5%
6	CCCOc1ccc(CCCN=C(N)N)cc1Cl	0	0.3	-3%[57.1 µM]	14	14%[57.1 µM]	0.2	1	3%	-2%
7	CC1(C)SC(=S)N(/N=C/c2cccnc2)C1N(O)C(=O)NC1CCCCC1 (stereo unspecified)	-2	0.8	5%[57.1 µM]	-2	-2%[57.1 µM]	-0.5	-1	4%	-11%
8	CC(C)(C)OC(=O)C[C@H]1C/C=C\C[C@H](CC(=O)NCCO)C(=O)NC[C@@H](c2ccccc2)OC1=O	/	/	5%[57.1 µM]	/	20%[57.1 µM]	/	-2	-3%	-14%
9	Cc1ccc(S(=O)(=O)N2CCCCC2)cc1C(=O)N1CCCCCC1	-5	0.5	-1%	-18	3%	-0.1	2	-1%	-15%
10	CCCCC1(Cc2ccc([N+](=O)[O-])cc2)C(=O)N(c2ccccc2)N(c2ccccc2)C1=O	0	0.4	2%	-4	8%	0.2	-1	-8%	-10%
11	CCNC(=O)C(=O)NCCc1ccc(Cl)cc1	0	-0.4	7%[57.1 µM]	-11	9%[57.1 µM]	0.1	7	8%	-13%
12	O=c1[nH]nc(-c2ccc(NCCCO)c([N+](=O)[O-])c2)c2ccccc12	3	-0.1	1%	-4	16%	0.2	3	-2%	-25%
13	CCCCOc1ccc(S(N)(=O)=O)cc1	2	1.2	9%[57.1 µM]	30	8%[57.1 µM]	-0.9	0	-3%	2%
14	COc1ccc(OC)c(C(=O)c2coc3ccc(O)c(CN(C)C)c23)c1	2	-0.5	3%	-9	0%	-0.1	-10	-3%	-22%
15	Cn1c(Cc2ccccc2)nnc1SCC(=O)Nc1ccc(N2CCOCC2)cc1	21	1.2	-8%	-8	22%[57.1 µM]	1.4	8	0%	-18%
16	CC(C)CC(c1nnnn1Cc1ccc(F)cc1)N1CCC(C(N)=O)CC1 (stereo unspecified)	1	0.8	9%[57.1 µM]	-20	9%[57.1 µM]	-0.1	2	-3%	-6%
17	CNS(=O)(=O)c1cc(-c2nn3c(C)nnc3c3ccccc23)ccc1C	-7	1.1	-1%[57.1 µM]	/	14%[57.1 µM]	1.1	-2	-5%	-9%
18	COc1ccc(C(=O)NC(=S)NNC(=O)COc2ccccc2)cc1	1	0.5	0%[57.1 µM]	1	-17%[57.1 µM]	-0.6	-1	1%	-14%
19	CCOc1ccccc1NC(=O)COC(=O)c1cc(C)oc1C	/	/	-7%	/	7%[57.1 µM]	/	-1	6%	-21%
20	Nn1c(SCC(=O)Nc2ccc3c(c2)OCO3)nnc1-c1ccccc1	-1	0.7	4%	-11	24%	-0.5	4	13%	4%

Another view of part of the listing above.
12) O=c1[nH]nc(-c2ccc(NCCCO)c([N+](=O)[O-])c2)c2ccccc12
13) CCCCOc1ccc(S(N)(=O)=O)cc1
14) COc1ccc(OC)c(C(=O)c2coc3ccc(O)c(CN(C)C)c23)c1
compound no.	12	13	14
TRHR enhancer	3	2	2
D2 agonist	-0.1	1.2	-0.5
TrxR1 substrate	1%	9%[57.1 µM]	3%
D2 antag	-4	30	-9
TrxR1 inh	16%	8%[57.1 µM]	0%
TRHR ag	0.2	-0.9	-0.1
PI4K2A inh	3	0	-10
mIDH1 inhibitor	-2%	-3%	-3%
USP1 inh	-25%	2%	-22%

Continuation:
No.	structure	TRHR enhancer	D2 agonist	TrxR1 substrate	D2 antag	TrxR1 inh	TRHR ag	PI4K2A inh	mIDH1 inhibitor	USP1 inh
21	Cc1cc(-c2ccccc2)nc2oc3c(c12)NC(=O)CN(c1ccccc1)C3=O	2	-0.1	9%[57.1 µM]	-13	6%[11.4 µM]	0.0	4	-14%	?
22	CCOC(=O)c1ccc(NC(=O)N2CCN(CCc3ccccc3)CC2)cc1	-3	0.8	10%[57.1 µM]	-9	15%	1.1	-3	3%	1%
23	O=C(NCc1cccc(Cl)c1)c1ccc2nc(N3CCOCC3)sc2c1	1	1.9	0%	-18	4%	-1.1	1	-14%	-9%
24	CCCSc1ncc(Cl)c(C(=O)NCc2ccc(C)cc2)n1	2	-0.3	6%	/	12%	0.2	-1	/	5%
25	CC(C)c1ccc(C2CC(=O)c3cnc(NC(=O)c4ccco4)nc3C2)cc1 (stereo unspecified)	6	-0.5	-2%	-2	19%	0.0	-1	-1%	?
26	CS(=O)(=O)/C(C#N)=C\c1cnc(S(=O)(=O)c2ccccc2)s1	23	0.6	/	2	/	-2.1	/	/	/
27	O=C1CC(/C=C/c2cccnc2)=Nc2ccccc2N1	-3	-0.2	-11%	-2	-13%	0.8	0	-8%	-7%
28	Cc1cc(C)n(C(CC(=O)N2CCc3ccccc3C2)C(=O)O)n1 (stereo unspecified)	4	0.6	-6%	-6	-29%	0.6	-28	-2%	-11%
29	Cc1c(OCC(=O)N[C@@H](Cc2ccccc2)C(=O)O)ccc2c1oc(=O)c1ccccc12	-6	0.9	227%[activator]	14	?	-0.5	-7	-13%	3%
30	CNC(=O)NC(=O)C(C)OC(=O)c1c(C)noc1C (stereo unspecified)	-1	0.8	-9%	-2	14%	0.2	7	7%	0%
31	CCC(C)n1c(C)cc(=O)n1C(C)CC (stereo unspecified)	/	/	4%[57.1 µM]	/	1%[11.4 µM]	/	3	6%	-14%
32	COc1ccc(N2CCN(C(=O)CN(C)S(=O)(=O)c3cnc[nH]3)CC2)cc1	7	0.4	-4%	11	-8%	0.5	-2	4%	-14%
33	CCc1ccc(N2C(=O)Cc3c2nc(N)c(C#N)c3N)cc1	-5	-1.1	8%	8	20%	-0.2	11	-2%	-18%
34	Cc1ccc(C2C(C(=O)c3cc4ccccc4o3)=C(O)C(=O)N2CCN2CCOCC2)o1 (stereo unspecified)	-1	-0.2	-9%	25	22µM*	0.8	-6	-4%	-6%
35	Cc1ccc(-c2nc3ncccn3c2Nc2ccc3c(c2)OCCO3)cc1	-3&1	1.1&-1.3	2%&-3%	11	15%&5%	-0.3&-0.5	-2&-4	-18%&0%	-11%&-19%
36	O=[N+]([O-])c1ccc(Cl)c(C2Nc3cccc4cccc(c34)N2)c1	0	-0.8	0%	-17	?	-1.1	0	12%	-24%
37	CCCC1=C(C(=O)OCC)C(c2ccco2)n2ncnc2N1 (stereo unspecified)	6	-0.4	-5%	12	0%	-0.6	-1	-2%	1%
38	CCCN1CCN(CCCNC(=O)c2ccc3nc(Cc4ccccc4)oc3c2)CC1	0	/	-7%[57.1 µM]	/	5%[57.1 µM]	0.3	-8	29%	-24%
39	CCN(Cc1ccccc1)S(=O)(=O)c1ccc(S(=O)(=O)N(Cc2cccc(OC)c2)CC2CCCO2)cc1 (stereo unspecified)	4	2.9	-2%	-7	6%	6.2	-1	-1%	-3%
40	O=C(Nc1ncc(Cl)cc1Cl)c1c(F)cccc1Cl	-2	-0.5	3%[57.1 µM]	-3	-3%[57.1 µM]	-0.3	-7	2%	-4%
41	CN(Cc1ccccc1)C(=O)c1ccc(NC2=NC3CS(=O)(=O)CC3S2)cc1 (stereo unspecified)	2	0.6	6%[57.1 µM]	24	23%[57.1 µM]	0.5	0	-18%	-16%
42	COc1ccc(C(=O)NCC(c2cccs2)S(=O)(=O)c2cccs2)cc1 (stereo unspecified)	-2	/	-16%[57.1 µM]	/	-19%[57.1 µM]	0.1	0	24%	-6%

From PubChem
